High-throughput results as filed in PubChem.
DAGLB inhibitor: blocks human DAGLB lipase activity; Q8NCG7; HEK293T DAGLB membrane lysate, EnzChek fluorogenic substrate; inhibition, % at 5.17 µM; 340,000 tested, 0.059% active; AID 504411; in the data active = inhibition above about 34%;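 note: 0% = enzyme with vehicle and 100% = wells lacking enzyme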
CAL PDZ FP-1: blocks peptide binding to human CAL PDZ domain | purified CAL PDZ, TMR-peptide fluorescence polarization, 1 h | AID 504414 | inhibition, % at 20 µM | Q9HD26 | 330,000 tested, 0.02% active;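 active = highest replicate inhibition of at least 40%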;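 note: plate controls were DMSO neutral control wells for no effect and unlabeled competitor peptide control wells for full effect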
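Test system: purified CerCALP PDZ construct; Compound dosing: one concentration, 20 µM compound; Also added: TMR-labelled reporter peptide T*-PRC34 bound in PDZ groove; Read-out: inhibition from polarization loss; Controls: unlabelled peptide and DMSO controls; Signal: FP readout, S and P plane fluorescence; Incubation: 1 h at RT.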
NSD2 inh: inhibitors of human histone methyltransferase NSD2; AID 743445; 310,000 tested, 0.54% active; NSD2 peptide methylation, AlphaScreen, 120 min; inhibition, % at 12.5 µM; in the data active = inhibition above about 50%
V-ATPase pHluor: regulators of yeast V-ATPase proton transport; 350,000 tested, 0.37% active; S. cerevisiae, pHLuorin cytosolic pH fluorescence; response, % at 10 µM; AID 504577; in the data active = response mostly above about 7.3%, no sharp cut-off; inactive = mostly below about 5.4%; note: actives read high; inactives centre near 0; some compounds called inactive have numbers as strong as hits
CAL PDZ FP-2: inhibitors of human CAL PDZ peptide binding | Q9HD26 | purified CAL PDZ, TMR-peptide fluorescence polarization, 1 h | inhibition, % at 24.9 µM | 300,000 tested, 0.92% active | AID 602252;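 active = mean inhibition of at least 30% with at least half of replicates also reaching 30%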;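 note: 0% = DMSO neutral control and 100% = excess unlabeled competitor peptide PRC23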
LANA DNA inh: blocks KSHV LANA C-terminal domain binding to DNA; inhibition, % at 9 µM; 340,000 tested, 0.078% active; MBP-C-LANA/FAM-LBS DNA binding, fluorescence polarization; AID 504423;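 active = highest replicate inhibition at or above 60% at 9 µM, even if other replicates fall short; inactive = all replicates below 60% inhibition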;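 note: 0% = neutral control wells and 100% = 4 µM acridine orange control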
DSG3 Ab inh: inhibitors of pemphigus antibody binding to human desmoglein-3; DSG3-coupled beads, scFv-anti-DSG3-GFP binding, flow cytometry; hits give low values; binding (percent of control), % at 10 µM; 310,000 tested, 0.48% active; AID 588358;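 active = binding more than 3 SD below its plate's average and above zero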;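 note: hits lower antibody fragment binding to DSG3; some compounds called inactive have numbers as strong as hits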
Arrestin-AP2 inh: inhibitors of human beta-arrestin and AP2 interaction | FITC-arrestin peptide / GST-AP2 beads, flow cytometry; AP2 beta2 appendage carries R879A mutation | inhibition, % at 10 µM | 340,000 tested, 0.31% active | AID 504490;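 active = inhibition above a set limit, near 3 SD of compounds lacking own fluorescence, cut at about 54% in these data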;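 note: plate controls were DMSO wells for no effect and 5 µM unlabelled arrestin peptide for full effect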
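System: GST-AP2 R879A glutathione beads | Also added: FITC-arrestin peptide, 50 nM | Times: 12 min plus 1 h, RT | Signal: Bead flow cytometry, FITC channel | Buffer or medium: PBS with 0.05% Tween 20 and 0.1% BSA | Read-out basis: Percent drop in bead-associated FITC signal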
Cardiac RTF inh: cardiac RTF calcium desensitization | AID 493244 | IANBD-labeled cardiac RTF, Ca2+ fluorescence | P19429+P45379 | inhibition, % at 7.15 µM | 340,000 tested, 0.12% active;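 active = inhibition above the mean inhibition of all tested compounds plus 3 SD, cut at about 17% in these data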;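 note: assay run at fixed EC70 calcium of 1.6 mM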
Keap1 Nrf2 FP: disrupts human Keap1 binding to Nrf2 peptide. Q14145. Keap1 Kelch-Nrf2 peptide fluorescence polarization, 1536-well. inhibition, % at 9.4 µM. 340,000 tested, 0.15% active. AID 504523; in the data active = inhibition above about 12%;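 note: human Keap1 Kelch domain with fluorescein labeled Nrf2 9mer peptide probe; 0% = neutral control wells and 100% = peptide positive control; higher means more block of Keap1 binding to Nrf2 peptide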
Target sequence (Q14145 whole entry, looked up, the tested form may be a part): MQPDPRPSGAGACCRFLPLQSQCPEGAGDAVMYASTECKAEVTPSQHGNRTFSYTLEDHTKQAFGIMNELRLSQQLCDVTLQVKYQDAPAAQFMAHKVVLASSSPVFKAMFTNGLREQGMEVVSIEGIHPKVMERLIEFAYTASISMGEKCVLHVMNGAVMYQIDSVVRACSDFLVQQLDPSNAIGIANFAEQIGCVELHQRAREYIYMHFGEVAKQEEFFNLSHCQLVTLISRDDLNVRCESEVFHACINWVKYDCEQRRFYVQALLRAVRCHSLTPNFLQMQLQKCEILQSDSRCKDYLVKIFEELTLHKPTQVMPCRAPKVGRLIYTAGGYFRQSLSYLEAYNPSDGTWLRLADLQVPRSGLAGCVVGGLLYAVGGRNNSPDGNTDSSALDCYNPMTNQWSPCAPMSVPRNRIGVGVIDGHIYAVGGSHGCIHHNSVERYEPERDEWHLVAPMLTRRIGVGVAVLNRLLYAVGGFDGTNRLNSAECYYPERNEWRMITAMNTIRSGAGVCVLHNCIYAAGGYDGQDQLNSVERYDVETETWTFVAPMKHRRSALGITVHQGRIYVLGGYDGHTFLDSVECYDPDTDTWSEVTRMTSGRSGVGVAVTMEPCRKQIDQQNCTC
An asterisk follows results filed as active; / = not tested or not shown. These rows are one share of the data. The share of hits here may be higher or lower than overall.

SMILES	DAGLB inhibitor	CAL PDZ FP-1	NSD2 inh	V-ATPase pHluor	CAL PDZ FP-2	LANA DNA inh	DSG3 Ab inh	Arrestin-AP2 inh	Cardiac RTF inh	Keap1 Nrf2 FP
Cc1ccc(S(=O)(=O)CCC(=O)N(C)C2CCCCC2)cc1	2	-0.4	5	-3	/	0.6	105	-1	1	-8
C=CCOc1ccc(/C=N/N2C(=O)C(CC(=O)Nc3ccc(F)cc3F)SC2=NC)cc1 (configuration not stated)	-5	-0.9	-1	-1	4	0.9	102	1	-5	1
CCCCOC(=O)Nc1nnc(SCCOc2ccc(C)cc2)s1	-1	-2.6	-6	-9	-1	3.7	116	-3	6	-1
O=C(CN1C(=O)c2ccccc2S1(=O)=O)Nc1ccc([N+](=O)[O-])cc1	1	-0.5	-2	-1	0	0.0	107	-2	-2	-3
CC(C)NC(=O)CN1CCC(O)(c2ccccc2)CC1	0	-1.5	-2	-2	-5	-0.3	104	-1	10	0
CSc1ccc(CNCCCSc2ncccn2)cc1	-4	26	11	3	-1	-1.6	101	6	3	0
O=C(O)C(=Cc1cccc([N+](=O)[O-])c1)c1ccccc1	-6	/	1	1	/	/	102	/	/	/
CCOc1ccccc1OCC(=O)Nc1ccc(S(=O)(=O)Nc2ncccn2)cc1	1	-1.3	/	-11	-4	-0.9	107	2	-2	-2
CN(C)S(=O)(=O)c1cc(NC(=O)CNCCN2CCOCC2)ccc1Cl	2	-2.1	/	-63	1	-2.4	93	30	-3	2
Cn1c(=O)[nH]c(=O)c2c1nc(Br)n2CC(O)COc1ccc(Cl)cc1 (configuration not stated)	2	-1.4	0	-4	-7	1.5	106	3	-15	-2
CCn1cc(C(=O)NCCC(=O)NC(C)C)c(=O)c2cc3c(cc21)OCO3	-1	1.3	/	3	-4	-1.7	109	39	-6	1
Cc1ccc(C(=O)c2ccc([N+](=O)[O-])cc2)c(C)c1	-6	-0.2	15	3	2	-1.3	100	-10	-7	2
O=C(Cn1ncc2c([nH]c3ccccc32)c1=O)NCCc1ccccc1	9	-2.2	-7	-5	-2	0.3	99	7	0	-2
O=C1c2ccccc2-c2ncnc3c(N4CCOCC4)cc(N4CCOCC4)c1c23	10	0.8	/	7	/	0.5	107	-1	-6	-2
O=C(Nc1ccc(OC(F)(F)F)cc1)c1ccc2nc[nH]c2c1	0	-0.6	1	1	-2	-2.2	97	-20	-7	-5
Cn1cnnc1SCC(=O)Nc1sc2c(c1C(N)=O)CCC2	2	-0.1	12	0	0	1.9	94	9	-13	-2
CCc1ccc(-c2cc3c(=O)n(CC(=O)N4CCCC4)nc(C)n3n2)cc1	-5	-4.4	-2	8	-7	0.8	/	18	-1	-2
CC(C)c1ccc(/C=C/C(=O)NCCCN2CCOCC2)cc1	0	-0.6	2	2	-1	-1.7	98	-5	-1	-4
O=C(c1ccc(Cl)c(S(=O)(=O)N2CCCCCC2)c1)N1CCCC(C(F)(F)F)C1 (configuration not stated)	-2	-0.1	0	8	/	-0.9	51	15	-19	-4
O=C(CCc1nc2ccccc2s1)OCc1ccccc1	-13	-1.9	-5	0	-3	0.1	102	-2	-9	-8
COc1ccc(S(=O)(=O)N(C(C)=O)c2ccc(OC(C)=O)c3ccccc23)cc1[N+](=O)[O-]	1	-1.0	0	-1	3	0.1	100	12	7	0
COc1cccc(N(C(=O)Cn2nnc(-c3ccc(C)o3)n2)C(C(=O)NC(C)(C)C)c2cccs2)c1 (configuration not stated)	-4	-0.2	4	-1	-3	-0.1	/	1	-8	-5
CC(=O)c1cc(C#N)c(N2CCOCC2)nc1C	1	0.1	0	-3	-5	0.1	94	10	-4	-2
CCS(=O)(=O)Nc1c(C(=O)O)[nH]c2ccccc12	1	-0.6	7	2	-2	0.8	101	-6	-6	0
COc1ccc(NCc2ccc(OC)c(Cn3ccnc3)c2)c(OC)c1	3	-2.2	17	1	-1	1.2	107	41	-6	-4

2 entries drawn at random from those above, as already listed:
SMILES	DAGLB inhibitor	CAL PDZ FP-1	NSD2 inh	V-ATPase pHluor	CAL PDZ FP-2	LANA DNA inh	DSG3 Ab inh	Arrestin-AP2 inh	Cardiac RTF inh	Keap1 Nrf2 FP
CCn1cc(C(=O)NCCC(=O)NC(C)C)c(=O)c2cc3c(cc21)OCO3	-1	1.3	/	3	-4	-1.7	109	39	-6	1
Cc1ccc(S(=O)(=O)CCC(=O)N(C)C2CCCCC2)cc1	2	-0.4	5	-3	/	0.6	105	-1	1	-8

Carrying on.
SMILES	DAGLB inhibitor	CAL PDZ FP-1	NSD2 inh	V-ATPase pHluor	CAL PDZ FP-2	LANA DNA inh	DSG3 Ab inh	Arrestin-AP2 inh	Cardiac RTF inh	Keap1 Nrf2 FP
O=c1[nH]c2ccccc2cc1CN(Cc1ccco1)S(=O)(=O)c1ccccc1	-4	-3.2	1	-2	0	0.4	/	16	-5	0
Cc1ccc(C(=O)O/N=C/c2c(N3CCOCC3)n(C)c3ccccc23)cc1	1	0.0	12	-13	-1	0.4	/	17	-3	-3
O=C(Cc1ccccc1)NN1C(=O)C2C3C=CC(C4CC34)C2C1=O (configuration not stated)	2	-0.1	-2	0	0	-0.7	97	-7	-4	1
CCn1ncc(Br)c1C(=O)Nc1sc2c(c1C(N)=O)CCC2	-4	-2.0	0	2	-4	1.5	109	9	-3	0
O=C(COc1ccccc1[N+](=O)[O-])N/N=C/c1ccc(O)cc1	-3	-2.7	0	2	-2	0.4	125	7	-17	0
CCOc1cc(S(=O)(=O)Nc2ccccn2)ccc1F	1	0.3	-6	-1	1	-1.6	103	-6	-4	3
COc1ccccc1N1CCN(CC(O)c2c(C)[nH]c3ccccc23)CC1 (configuration not stated)	1	0.7	38	5	-2	-0.7	95	10	-4	0
Cc1cccc(C)c1OCc1cc(C(=O)NC2CCC(O)CC2)no1 (configuration not stated)	-1	1.9	0	1	-5	-1.0	101	7	-17	4
N=C1C(c2nc3ccccc3[nH]2)=C(O)CN1NC(=O)c1c[nH]c2ccccc12	3	0.3	2	3	-5	1.3	104	28	4	-2
CC(C)N1CC=C2C(C#N)=C(N)C(C#N)(C#N)C(c3ccccc3)C2C1 (configuration not stated)	-2	-2.4	11	0	-1	33	/	29	-77	12*
COC(=O)[C@H](CC(C)C)NC(=O)NCCC1=CCCCC1	-3	-0.3	6	-4	76*	0.2	106	11	-4	-3
O=c1c(C(c2c(O)nc3n(c2=O)CCS3)c2cccc3ccccc23)c(O)nc2n1CCS2	3	-0.3	3	0	-6	-1.1	96	1	-22	5
O=c1oc(-c2cccs2)nc2sc3c(c12)CCCCC3	2	-0.7	7	5	-2	-0.4	102	0	3	5
O=C(C1=C[C@H](c2csc3ccccc23)C[C@H](OCc2ccc(CO)cc2)O1)N1CCOCC1	-3	0.7	/	-2	1	3.1	104	4	-4	-4
Cc1ccc(NC(=O)NC(=O)CN2C(=O)NC3(CCc4ccccc43)C2=O)c(C)c1 (configuration not stated)	2	-0.6	13	6	-6	-1.2	/	19	8	4
CC(OC(=O)c1nccnc1N)C(=O)Nc1ccc(S(=O)(=O)N2CCCC2)cc1 (configuration not stated)	1	-2.7	6	3	0	-0.6	98	-1	-10	2
CCN(CC)S(=O)(=O)c1ccc(N2CC(C(=O)NCc3cccnc3)CC2=O)cc1 (configuration not stated)	2	-2.5	-10	0	-1	1.6	107	-4	4	1
O=C(CCSCCC(=O)NN=Cc1cccc(Cl)c1)NN=Cc1cccc(Cl)c1	0	-0.3	-4	-3	3	-1.0	118	19	-1	3
O=C1OC(c2ccc(Cl)cc2)/C(=C(/O)c2ccccc2)C1=O (configuration not stated)	11	-1.8	10	0	2	-1.7	95	-12	-6	-9
COc1ccc([N+](=O)[O-])cc1NCc1cccnc1	-3	-0.7	-1	-3	-2	0.3	103	15	-9	-2
Cc1cc(Nc2cccc(F)c2)nc(NCc2ccccc2)n1	-2	-1.4	-2	7	-1	0.3	108	17	2	-5
O=C(CSc1nnnn1-c1ccccc1)Nc1nsc(-c2ccc(Cl)cc2)n1	9	0.1	2	3	1	-0.2	99	-7	-6	1
CSCCC1NC(=O)C(C(C)=NNC(N)=O)=C1O (configuration not stated)	3	-0.3	3	-3	0	-1.6	/	-15	-5	-4
CCC1(c2ccccc2)NC(=O)N(CC(=O)Nc2ccccc2N2CCCCC2)C1=O (configuration not stated)	0	-2.2	10	1	-3	0.0	110	-13	-4	0
Cc1nnc(C)n1/N=C/c1ccc(C(=O)O)cc1	1	-0.1	1	1	-1	1.9	104	6	0	3
Next results
SMILES	DAGLB inhibitor	CAL PDZ FP-1	NSD2 inh	V-ATPase pHluor	CAL PDZ FP-2	LANA DNA inh	DSG3 Ab inh	Arrestin-AP2 inh	Cardiac RTF inh	Keap1 Nrf2 FP
COc1ccc2[nH]c(=O)c(CN(Cc3cccnc3)C(=S)NCC3CCCO3)cc2c1 (configuration not stated)	1	-1.5	2	-2	-1	-2.1	97	4	-8	-6
Cc1nnc(NC(=O)CSc2nccn2C)s1	1	-2.0	-3	-1	0	1.1	100	-3	-17	1
CCC(C)N(C(=O)COc1ccc(Br)cc1C=O)C1CCS(=O)(=O)C1 (configuration not stated)	-2	-3.0	1	1	-4	-3.2	97	0	-1	-2
COc1ccc(-n2nnc3c(=O)n(CC(=O)N4CCCc5ccccc54)cnc32)cc1	-4	-1.0	/	0	-8	1.1	97	-8	-3	0
Cc1ccccc1CCNC(=O)C1CCN(S(=O)(=O)c2ccc(-n3cnnn3)cc2)CC1	1	-0.8	-3	0	-3	-0.1	108	5	-2	1
N#CCc1ccc(OC(=O)Nc2ccccc2)cc1	0	/	-3	0	114*	0.1	100	-19	6	-6
CCCCCC1CC(COc2ccccc2)OC1=O (configuration not stated)	-13	-0.2	-3	4	9	1.4	95	-5	-7	-2
O=C(O)CCCC(=O)Nc1ccc(Sc2ccc([N+](=O)[O-])cc2)cc1	6	-0.3	0	-4	-3	-0.7	99	9	4	2
CCc1ccc(C(=O)NNc2ccc(Cl)cc2)cc1	-2	-0.5	-4	-3	-3	0.7	/	18	-1	1
CC(CC(=O)Nc1ccc2c(c1)OCCO2)c1ccccc1 (configuration not stated)	-4	-0.8	-4	3	1	-0.1	95	0	0	-3
Cc1cc(NC(=O)c2ccccc2F)on1	-2	-2.2	-4	4	-3	-1.7	92	1	5	0
O=C(COc1ccc(-c2ccccc2)cc1)N1CCN(C(=O)c2cccs2)CC1	-6	-2.0	-2	0	-2	0.3	102	-11	1	1
O=C(NC1C(=O)NNC1c1ccccc1)c1ccccc1 (configuration not stated)	-1	-0.3	-2	3	-4	-0.2	/	-4	2	-2
Cc1nc2ccccc2nc1OCc1cccc([N+](=O)[O-])c1	1	-0.9	-3	0	/	-0.9	95	-1	-3	5

Part of the list above, showing only DSG3 Ab inh:
mol,DSG3 Ab inh
O=C1c2ccccc2-c2ncnc3c(N4CCOCC4)cc(N4CCOCC4)c1c23,107
O=C(Nc1ccc(OC(F)(F)F)cc1)c1ccc2nc[nH]c2c1,97
